# Screening results (PubChem)
# FBA Mtb inh: Mtb FBA enzyme inhibitors, primary screen, biochemical, fluorescence, strain H37Rv | Fructose-bisphosphate aldolase (Mycobacterium tuberculosis (strain ATCC 25618 / H37Rv)), … | purified M. tuberculosis FBA, fluorescence read-out | inhibition, % at 1 µM | 360,000 compounds, 2.3% hits | AID 588726, 2011; in the data active = inhibition above about 27%;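 note: 0% = vehicle and 100% = reference inhibitor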
# Rv3671c protease: Rv3671c serine protease inhibitors, primary screen, biochemical, fluorescence polarization, M. tuberculosis H37Rv; inhibition, % at 5.96 µM; 320,000 compounds, 0.048% hits; in the data active = inhibition above about 38%;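 note: extracellular domain of Rv3671c used as enzyme; 0% = enzyme with DMSO and 100% = no enzyme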
# Target sequence (P9WHR9 whole entry, looked up, the tested form may be a part): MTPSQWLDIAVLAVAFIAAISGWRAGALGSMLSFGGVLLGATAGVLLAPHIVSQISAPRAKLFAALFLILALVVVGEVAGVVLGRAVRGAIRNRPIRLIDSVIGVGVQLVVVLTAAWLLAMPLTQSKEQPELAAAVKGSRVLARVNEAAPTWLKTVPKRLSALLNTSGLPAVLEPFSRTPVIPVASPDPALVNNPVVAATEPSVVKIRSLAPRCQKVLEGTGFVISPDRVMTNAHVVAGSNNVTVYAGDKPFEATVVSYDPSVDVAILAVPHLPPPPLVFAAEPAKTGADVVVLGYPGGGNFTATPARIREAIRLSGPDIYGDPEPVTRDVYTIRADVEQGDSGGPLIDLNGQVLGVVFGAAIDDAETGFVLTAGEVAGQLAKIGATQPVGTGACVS
# UGM FP inh: M. tuberculosis UGM enzyme inhibitors, primary screen, biochemical, fluorescence polarization, single point | purified UGM, fluorescence polarization probe displacement | inhibition, % at 10 µM | 320,000 compounds, 0.06% hits | UDP-galactopyranose mutase (Mycobacterium tuberculosis (strain ATCC 25618 / H37Rv)), … | AID 504406, 2011; in the data active = inhibition above about 10%, passing the limit was not always enough; inconclusive = no clear call, values can overlap the other calls
# Target sequence (P9WIQ1 whole entry, looked up): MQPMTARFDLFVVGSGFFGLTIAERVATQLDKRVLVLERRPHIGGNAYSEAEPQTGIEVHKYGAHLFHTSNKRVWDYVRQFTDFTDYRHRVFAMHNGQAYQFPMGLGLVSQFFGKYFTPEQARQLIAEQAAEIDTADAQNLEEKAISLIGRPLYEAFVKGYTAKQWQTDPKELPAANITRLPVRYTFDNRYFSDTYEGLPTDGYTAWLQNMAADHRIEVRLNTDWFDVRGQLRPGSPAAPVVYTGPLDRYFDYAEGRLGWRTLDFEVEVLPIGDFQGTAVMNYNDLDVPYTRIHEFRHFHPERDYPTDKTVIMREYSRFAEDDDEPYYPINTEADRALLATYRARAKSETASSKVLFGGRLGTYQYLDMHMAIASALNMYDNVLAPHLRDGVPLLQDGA
# DUSP3 inh: VHR1 phosphatase inhibitors, primary screen, biochemical, absorbance, uHTS; Dual specificity protein phosphatase 3 (Homo sapiens), P51452; recombinant VHR phosphatase, pNPP absorbance; inhibition, % at 13.3 µM; 290,000 compounds, 0.52% hits; in the data active = inhibition above about 50%; note: some compounds called inactive have numbers as strong as hits
# BioA inh: M. tuberculosis BioA enzyme inhibitors, primary screen, biochemical, plate reader, single point, HTS | 7,8-diaminopelargonic acid synthase BioA (Mycobacterium tuberculosis) | purified M. tuberculosis BioA enzyme | inhibition, % at 9.99 µM | 360,000 compounds, 0.096% hits | AID 602481, 2012; in the data active = inhibition above about 40%; inconclusive = no clear call, values can overlap the other calls
# FadD28 FP inh: inhibitors of FadD28 bisubstrate probe binding, primary screen, biochemical, fluorescence polarization, single point | Mycobacterium tuberculosis FadD28 fatty-acid-AMP ligase | inhibition, % at 12.5 µM | 360,000 compounds, 0.22% hits; in the data active = inhibition above about 8.5%, passing the limit was not always enough; inconclusive = no clear call, values can overlap the other calls
# MazF activator: activators of E. coli MazEF toxin-antitoxin RNase, primary screen, biochemical, fluorescence, uHTS; Endoribonuclease toxin MazF (Escherichia coli (strain K12)), P0AE70; FAM/BHQ RNA-DNA oligo cleavage fluorescence, 5 h; activation, % at 20 µM; 350,000 compounds, 0.32% hits; AID 504720, 2011; in the data active = activation above about 50%
# Target sequence (P0AE70 whole entry, looked up): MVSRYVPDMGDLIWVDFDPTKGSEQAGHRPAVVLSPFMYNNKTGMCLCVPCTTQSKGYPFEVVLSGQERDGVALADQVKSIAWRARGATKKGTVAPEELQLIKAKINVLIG
# BoNT-F LC inh: BoNT/F light chain protease inhibitors, primary screen, biochemical, flow cytometry, MLPCN library | 360,000 compounds, 0.22% hits | Multiplex microsphere protease cleavage assay | Botulinum neurotoxin type F light chain protease (Clostridium botulinum) | inhibition, % at 10 µM; in the data active = inhibition above about 35%, passing the limit was not always enough; inconclusive = no clear call, values can overlap the other calls; note: plate controls were buffer without enzyme for full effect and enzyme alone for no effect
# GDH-TPI inh: GDH-TPI coupling enzyme inhibitors, primary screen, artefact control for M. tuberculosis FBA inhibitor project, biochemical, absorbance, full deck | 360,000 compounds, 1.2% hits | GDH-TPI coupled enzyme counterscreen, NADH absorbance | inhibition, % at 4.8 µM | AID 588335, 2011;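 note: 0% = DMSO wells and 100% = wells lacking the enzyme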
# CCHFV vOTU inh: CCHFV vOTU protease inhibitors, primary screen, biochemical, Pep-AMC substrate, fluorescence; 370,000 compounds, 0.55% hits; Crimean-Congo hemorrhagic fever virus L polyprotein viral ovarian tumor (vOTU) protease …; AID 651958, 2012; inhibition, % at 11.5 µM; note: 0% = vehicle wells with enzyme and 100% = no enzyme wells
# An asterisk follows results filed as active; ? = inconclusive; . = not tested or not shown. Cut-off read from the data, not from the text of the source, unless noted: active = inhibition above about 30%; inactive = the rest.
SMILES,FBA Mtb inh,Rv3671c protease,UGM FP inh,DUSP3 inh,BioA inh,FadD28 FP inh,MazF activator,BoNT-F LC inh,GDH-TPI inh,CCHFV vOTU inh
COc1ccccc1CNC(=O)c1cc(-c2ccccc2)n(Cc2cc(C)no2)n1,4,0,-0.7,.,0.9,-1.7,0,-2,2,-1
Cc1c(NS(=O)(=O)c2cccc([N+](=O)[O-])c2)c(=O)n(-c2ccccc2)n1C,4,4,-0.4,.,-0.7,2.0,3,-11,13,-16
COC(=O)C(Cc1ccc(OC(=O)c2ccc(C(F)(F)F)cc2)cc1)N1Cc2ccccc2C1=O (stereo not drawn),1,-15,2.5,12,1.5,0.0,-3,?,8,.
CCOC(=O)C1CCCN(CC(=O)Nc2c(C(=O)OC)[nH]c3ccc(C)cc23)C1 (stereo not drawn),18,5,-0.2,4,-2.7,-0.4,3,2,19,-14
O=C(CCN1CCCC1)c1cccs1,2,-5,-1.8,14,-0.7,-3.2,-1,?,10,-7
COc1ccc(CNc2ccc(C)cc2)cc1Br,-2,1,1.3,12,2.4,-4.9,0,0,8,-9
CCOc1ccc(CCNC(=O)/C=C/c2ccco2)cc1OCC,0,.,-1.1,-2,5.9,-1.2,0,-1,6,0
CN(Cc1cc(=O)n2ccsc2n1)C1CCCCC1,9,-13,1.4,17,.,-1.8,4,-1,18,-1
CCCCOc1ccc(N2C(=O)CC(N(CCc3ccccc3)C(=O)/C=C/C(=O)O)C2=O)cc1 (stereo not drawn),1,-18,-1.3,-14,-0.3,-2.0,-5,-2,5,-2
COc1ccc(N(CC(=O)N2CC=C(c3ccccc3)CC2)S(=O)(=O)c2c(C)noc2C)cc1,1,-5,-2.6,-8,-1.9,-2.6,-9,-1,-9,1
Cc1cc(Cl)cc2c1NC(=O)[C@]21[C@@H]2C(=O)N(Cc3ccccc3)C(=O)[C@@H]2[C@@H]2CCCN21,2,-18,-3.1,4,0.8,-4.0,0,-10,-6,-9
O=C(CCCCCN1C(=O)c2ccccc2C1=O)NCc1ccco1,4,-2,-0.7,23,0.6,-1.7,7,-8,-3,4
COc1ccc(NS(=O)(=O)c2c(C(=O)N3CCCCCC3)c(C)n(C)c2C)cc1OC,1,1,1.0,32,0.4,-0.9,6,9,10,11
COc1cc(C2C3=C(CC(C)(C)CC3=O)Nc3c2c(=O)[nH]c(=O)n3Cc2ccccc2)ccc1O (stereo not drawn),4,1,.,0,1.5,-1.9,-10,2,4,6
COc1cc(/C=C2/C(=O)NN(c3cccc(F)c3)C2=O)ccc1OC(=O)c1ccco1,0,7,1.3,12,-2.1,4.2,-2,-2,9,2
COc1ccc(C(=O)c2c(C(F)(F)F)oc3c2C(=O)c2ccccc2C3=O)cc1,0,-65,0.7,-10,.,-3.1,14,-14,8,.
COC(=O)c1ccc(C(=O)N(C)C2CCCN(Cc3ccccc3F)C2)nc1 (stereo not drawn),1,6,2.7,44,6.8,-0.1,13,4,-5,8
Cc1ccc(-c2nc(CNC(=O)c3cc(C)on3)cs2)cc1,-1,-7,0.0,29,1.3,-4.6,-6,-6,-5,15
CC(O)c1nc2ccccc2n1CCCCOc1ccccc1 (stereo not drawn),-2,-4,1.0,6,0.8,-3.8,1,0,-8,14
COc1ccccc1-c1cc2nc(NCc3cccc(Cl)c3)ccn2n1,13,.,.,.,-5.6,-0.8,.,4,14,10
CCN1CCCC1CNC(=O)Cn1cccc1C(=O)c1ccccc1 (stereo not drawn),-2,0,0.0,3,-1.4,1.0,-3,-3,2,1
CC1=CC(C)C2(CO)COC(c3cccnc3)C1C2C (stereo not drawn),5,-6,-2.0,-2,.,-2.9,-6,-2,8,7
Cc1ccc(-c2noc(CCCC(=O)N3CCOCC3)n2)cc1,-4,-3,0.6,2,-3.2,-2.9,2,5,0,-1
Cc1ccc(N2CCN(C(=O)c3ccccc3)CC2)c(C)c1,4,-2,2.2,6,2.6,1.4,-9,2,10,2
O=c1c2c(n3cnnc3n1-c1ccccc1)-c1ccccc1CC21CCCCC1,2,-7,1.0,23,0.1,-3.0,5,-4,-2,2
# Next part:
SMILES,FBA Mtb inh,Rv3671c protease,UGM FP inh,DUSP3 inh,BioA inh,FadD28 FP inh,MazF activator,BoNT-F LC inh,GDH-TPI inh,CCHFV vOTU inh
CCOc1ccc(C(=S)N2CCOCC2)cc1OCC,2,-9,-0.5,27,-1.4,-2.2,2,0,6,-4
CCOc1ccc(-c2nnc(SCC(=O)Nc3cc(C)on3)o2)cc1,3,3,-1.2,-3,.,-2.5,-13,-2,-1,-5
CC(C)OC(=O)Nc1ccc2c(c1)N(C(=O)CCN1CCOCC1)c1ccccc1CC2,4,5,2.0,26,.,-1.6,7,1,-2,-9
COc1ccccc1NC(=O)c1cc2c(CO)cnc(C)c2oc1=Nc1ccccc1,4,-1,-3.6,-13,-2.3,0.2,0,-12,6,-4
Cc1noc(C)c1NC(=O)N(C)C[C@H]1Oc2ccc(NC(=O)Nc3ccc(C(F)(F)F)cc3)cc2C(=O)N([C@H](C)CO)C[C@@H]1C,1,-13,0.3,.,0.9,-2.0,0,-8,7,-7
CCOC(=O)C1CCN(C(=O)COc2ccc(Br)cc2)CC1,-2,-3,2.1,10,0.4,-4.1,8,11,-4,13
CCCCN(CC)CCNC(=O)c1cc2c(-c3ccc(Cl)cc3)nn(C)c2s1,77*,-14,-2.1,13,-0.5,-17,14,-44,1,-26
NCCc1ccc(OCc2ccccc2)c(OCc2ccccc2)c1,3,-3,-3.5,.,1.8,-7.7,29,-25,9,6
N#C/C(=C/c1ccccc1[N+](=O)[O-])c1nc(C2CC2)cs1,0,-2,0.4,7,.,-2.0,3,-9,16,1
CC(Oc1cc(-c2ccccc2)cc2ccccc12)C(=O)N1CCOCC1 (stereo not drawn),4,-2,-2.8,-6,.,-0.5,-6,-4,-1,7
CCCCNC(=O)C1(C)CCN1Cc1cc(C)ccc1C (stereo not drawn),-2,.,.,.,0.7,1.4,.,-3,4,11
O=C(NCc1ccco1)C1CCCN(S(=O)(=O)c2ccccc2)C1 (stereo not drawn),2,-3,-0.2,16,-0.3,-0.6,8,4,2,11
O=C(CSCc1ccccc1)N1CCN(c2cccc(C(F)(F)F)c2)CC1,-5,2,1.0,24,1.2,-5.4,-1,-1,-14,3
COc1cc(C(=O)N/N=C\c2ccccc2)c([N+](=O)[O-])c(OC)c1OC,0,-9,3.3,4,-1.4,-0.6,7,-2,7,-4
COc1ccc(NC(=O)/C(C#N)=C\c2cc(C)n(-c3ccc4c(c3)OCO4)c2C)cc1,-5,-13,-1.4,-14,.,-1.4,1,-10,13,2
CCN(CC)C(=O)c1c(NC(=O)c2ccccc2)sc(C)c1C,1,5,1.8,20,-0.3,2.5,-1,2,-1,7
CCC(=O)Nc1nc2nc(C)cc(=O)n2[nH]1,4,-8,-0.8,-18,-1.5,-2.3,-2,2,12,-2
O=C(c1[nH]c(C(F)(F)F)nc1-c1ccccc1)N1CCN(c2ccc(C(F)(F)F)cn2)CC1,9,.,.,.,2.8,1.2,.,-21,.,7
COc1ccc(NC(=O)C2CCN(c3cc(-c4ccccc4)nc4ncnn34)CC2)cc1OC,-2,-12,-0.8,15,.,-4.9,8,-1,12,0
CC(C)(C)c1ccc(Oc2ccc(NC(=O)c3cccs3)cn2)cc1,0,-22,1.8,16,-1.9,-2.0,17,5,-3,10
Cc1ccc(S(=O)(=O)N2CCC(=O)N(C(CO)C(C)C)CC2)cc1 (stereo not drawn),-2,2,2.4,11,0.6,1.0,-3,-8,-16,-6
O=c1c(-c2ccc3c(c2)OCCO3)coc2cc(O)cc(O)c12,-2,-10,3.7,16,0.4,-6.0,-2,4,14,13
CC(=O)Nc1ccc(-c2ccnc3c2CC(C)(C(=O)Nc2ccccc2)O3)cc1 (stereo not drawn),9,.,.,.,4.9,-2.6,.,3,2,-9
CC1Oc2ccccc2N(Cc2ccc(F)cc2)C1=O (stereo not drawn),0,9,3.3,3,-0.8,0.1,-5,-6,0,13
COc1ccc(NC(=O)COC(=O)[C@@H]2CCCN2S(=O)(=O)c2ccccc2F)c(OC)c1,-3,-2,-3.0,17,1.7,-1.4,11,-8,-1,10
COc1ccc(C(=O)NCc2nnc(SCC(=O)c3ccccc3)n2C)cc1,1,-1,-1.8,44,.,-1.7,6,-5,-3,-5
O=C(CSc1ccc(-c2ccco2)nn1)NCc1ccc2c(c1)OCO2,-2,6,-1.9,2,.,-1.1,8,0,6,2
Cc1ccc(CN2CCN(Cc3cccn3-c3ccccn3)CC2CCO)cc1 (stereo not drawn),-3,1,-1.8,12,.,-0.2,3,-1,-2,-14
CC(C)CN(C(=O)COC(=O)/C=C/c1ccccc1)C1CCS(=O)(=O)C1 (stereo not drawn),0,12,0.3,.,-1.6,-2.6,2,.,-5,7

# Complete entries from above. Order of values: FBA Mtb inh	Rv3671c protease	UGM FP inh	DUSP3 inh	BioA inh	FadD28 FP inh	MazF activator	BoNT-F LC inh	GDH-TPI inh	CCHFV vOTU inh
# COc1ccc(C(=O)NCc2nnc(SCC(=O)c3ccccc3)n2C)cc1 in the list: 1	-1	-1.8	44	.	-1.7	6	-5	-3	-5
# COc1ccc(NC(=O)COC(=O)[C@@H]2CCCN2S(=O)(=O)c2ccccc2F)c(OC)c1 in the list: -3	-2	-3.0	17	1.7	-1.4	11	-8	-1	10
# CC(C)(C)c1ccc(Oc2ccc(NC(=O)c3cccs3)cn2)cc1 in the list: 0	-22	1.8	16	-1.9	-2.0	17	5	-3	10
# CC(=O)Nc1ccc(-c2ccnc3c2CC(C)(C(=O)Nc2ccccc2)O3)cc1 (stereo not drawn) in the list: 9	.	.	.	4.9	-2.6	.	3	2	-9
# COc1ccc(NC(=O)/C(C#N)=C\c2cc(C)n(-c3ccc4c(c3)OCO4)c2C)cc1 in the list: -5	-13	-1.4	-14	.	-1.4	1	-10	13	2

# Some of the entries so far, with bars between the fields.
structure | FBA Mtb inh | Rv3671c protease | UGM FP inh | DUSP3 inh | BioA inh | FadD28 FP inh | MazF activator | BoNT-F LC inh | GDH-TPI inh | CCHFV vOTU inh
COc1ccc(NC(=O)C2CCN(c3cc(-c4ccccc4)nc4ncnn34)CC2)cc1OC | -2 | -12 | -0.8 | 15 | . | -4.9 | 8 | -1 | 12 | 0
CC(C)(C)c1ccc(Oc2ccc(NC(=O)c3cccs3)cn2)cc1 | 0 | -22 | 1.8 | 16 | -1.9 | -2.0 | 17 | 5 | -3 | 10
Cc1ccc(S(=O)(=O)N2CCC(=O)N(C(CO)C(C)C)CC2)cc1 (stereo not drawn) | -2 | 2 | 2.4 | 11 | 0.6 | 1.0 | -3 | -8 | -16 | -6

# Hits appear at their usual frequency; any-hit rate near 4.9%.
